# Screening results from PubChem BioAssay.
# Bim-Bcl-W – disrupts Bim peptide binding to human Bcl-W; bead-based flow cytometry; inhibition, % at 10 µM; 0.02% of 190,000 active; AID 952;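 also: 0% = bound tracer without compound and 100% = peptide blocker; higher means less fluorescent Bim peptide bound to Bcl-W beads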
# Target sequence (Q92843 whole entry, looked up): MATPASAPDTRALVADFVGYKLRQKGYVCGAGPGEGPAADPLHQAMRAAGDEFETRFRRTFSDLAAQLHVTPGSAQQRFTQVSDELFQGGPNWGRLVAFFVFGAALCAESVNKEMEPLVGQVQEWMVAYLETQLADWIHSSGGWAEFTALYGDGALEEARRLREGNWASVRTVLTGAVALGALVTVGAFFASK
# Rab2 wt GTP – changes GTP binding to wildtype dog Rab2A, up or down. P61105. GST-Rab2 wt beads, Bodipy-GTP binding, flow cytometry. GTP binding activity, % at 10 µM. 0.19% of 190,000 active. AID 760;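 active = GTP binding activity at least 20 points away from 100%, either lowered or raised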;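 also: 0% = beads with excess unlabeled GTP and 100% = no-compound control corrected for plate trend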
# Bim-Bcl-2 – disrupts Bim peptide binding to human Bcl-2; Bead-based flow cytometry, Bim peptide-Bcl-2 binding; inhibition, % at 10 µM; 0.06% of 190,000 active; AID 950; P10415; in the data active = inhibition above about 40%;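 also: 0% = no compound wells with probe peptide and 100% = reference peptide inhibitor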
# Target sequence (P10415 whole entry, looked up): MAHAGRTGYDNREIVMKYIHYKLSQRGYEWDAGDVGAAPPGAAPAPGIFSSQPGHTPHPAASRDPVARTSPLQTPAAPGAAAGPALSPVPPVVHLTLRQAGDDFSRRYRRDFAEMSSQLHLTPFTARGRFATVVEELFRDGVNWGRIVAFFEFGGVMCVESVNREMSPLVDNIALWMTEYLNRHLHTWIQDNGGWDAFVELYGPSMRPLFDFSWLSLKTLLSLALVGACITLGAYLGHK
# HRas wt GTP bind – human HRas wildtype GTP binding, change in either direction; GST-Ras wt beads, Bodipy-FL-GTP binding, flow cytometry; actives lie on both sides; P01112; 0.14% of 190,000 active; GTP binding activity, % at 10 µM;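 active = GTP binding activity at least 20% away from the 100% baseline, either lowered as inhibitor or raised as activator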;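 also: 0% = unlabeled GTP competition control and 100% = no-compound control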
# Target sequence (P01112 whole entry, looked up): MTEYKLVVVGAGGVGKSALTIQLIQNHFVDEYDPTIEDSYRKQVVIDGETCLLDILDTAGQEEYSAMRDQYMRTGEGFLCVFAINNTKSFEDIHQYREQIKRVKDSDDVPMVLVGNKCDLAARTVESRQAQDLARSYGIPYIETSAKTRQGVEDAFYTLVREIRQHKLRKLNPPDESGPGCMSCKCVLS
# Rab7 wt modul – alters GTP binding to wildtype dog Rab7; GST-Rab7 beads, fluorescent GTP binding, flow cytometry; actives lie on both sides; untreated = 100%, excess cold GTP = 0%; GTP binding activity (percent of control), % at 10 µM; 0.055% of 190,000 active;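 active = fluorescent GTP binding to Rab7 beads changed by at least 20 points from the 100% baseline, either direction, mostly lower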;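 also: median green fluorescence of bound Bodipy-FL-GTP per Rab7 bead population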
# Bcl-XL Bim block – human Bim-Bcl-XL interaction inhibition | Bim peptide-Bcl-XL binding, bead flow cytometry, fluorescence | inhibition, % at 10 µM | 0.04% of 190,000 active
# Rac1 wt modul – human Rac1 wildtype GTP binding, inhibitors and activators; GTP binding activity (% of control), % at 10 µM; P63000; 0.27% of 190,000 active; AID 757; GST-Rac1 beads, fluorescent GTP binding, flow cytometry; actives lie on both sides; 0 = cold GTP competed, 100 = untreated;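 active = GTP binding activity at least 20 points away from the 100% control level, either lower or higher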
# Bfl-1 Bim block – inhibitors of Bim-Bfl-1 interaction, human; Q16548; Bead-based flow cytometry, Bim-Bfl-1 binding inhibition; inhibition, % at 10 µM; 0.12% of 190,000 active; AID 1008;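 also: 0% = wells without compound plus tracer and 100% = blocker peptide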
# Cdc42 wt – changes GTP binding to wildtype human Cdc42 | percent activity (GTP binding), % at 10 µM | GST-Cdc42 beads, Bodipy-GTP binding, flow cytometry; actives lie on both sides | 0.2% of 190,000 active | P60953 | AID 761;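 active = percent activity GTP binding at least 20 points away from the 100% baseline, either down as inhibitor or up as activator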;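 also: median bead fluorescence of bound Bodipy-FL-GTP at 100 nM; 0% = excess unlabeled GTP control and 100% = no compound control; below 100% means less GTP binding so inhibitor and above means activator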
# Target sequence (P60953 whole entry, looked up): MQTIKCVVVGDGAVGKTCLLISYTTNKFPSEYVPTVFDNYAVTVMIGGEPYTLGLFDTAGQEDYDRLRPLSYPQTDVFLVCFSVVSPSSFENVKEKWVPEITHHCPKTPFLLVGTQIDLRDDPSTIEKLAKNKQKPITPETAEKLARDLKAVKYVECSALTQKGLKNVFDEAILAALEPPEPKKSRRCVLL
# Rac1 act GTP bind – alters GTP binding to activated mutant human Rac1. GST-Rac1 activated beads, fluorescent GTP binding, flow cytometry; actives lie on both sides; 100% means binding = to untreated wells. percent activity (GTP binding), % at 10 µM. 0.11% of 190,000 active;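 active = GTP binding at least 20 percentage points away from the 100% baseline, in either direction, so actives lie on both sides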
# Bcl-B Bim block – disrupts Bim peptide binding to human Bcl-B | Q9HD36 | bead-based flow cytometry | inhibition, % at 10 µM | 0.073% of 190,000 active | AID 951;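 also: 0% = tracer peptide without compound and 100% = reference inhibitor peptide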
# An asterisk follows results filed as active. Rule as the data show it, unless noted: active = inhibition above about 40%.
SMILES,Bim-Bcl-W,Rab2 wt GTP,Bim-Bcl-2,HRas wt GTP bind,Rab7 wt modul,Bcl-XL Bim block,Rac1 wt modul,Bfl-1 Bim block,Cdc42 wt,Rac1 act GTP bind,Bcl-B Bim block
Cc1ccc(C)c2c1cc(C)c1nnc(SCc3ccccn3)n12,-3,96,-9,96,91,-8,95,-15,96,93,-10
Cc1ccc(S(=O)(=O)Nc2cc(NC(=O)CN3CCOCC3)ccc2Cl)cc1,0,101,-3,102,101,-2,101,-4,99,100,-4
COc1ccc([N+](=O)[O-])cc1N(CC(O)CN(C)C)S(=O)(=O)c1ccccc1 (stereo not given),0,102,0,101,99,-1,104,0,102,101,-2
CC(Cc1cccs1)NC(=O)Nc1ccc(Cl)c(Cl)c1 (stereo not given),0,99,1,98,98,-2,99,4,101,101,1
O=C(OCC(=O)c1cccs1)c1cccc(C(=O)OCC(=O)c2cccs2)n1,-2,98,-2,100,99,0,101,-1,101,98,-1
COc1ccccc1/C=N/NC(=O)CC(=O)Nc1ccc(Cl)c(Cl)c1,0,102,0,102,98,0,99,0,102,98,2
O=C(CCN1C(=O)COc2ccccc21)NCCC1=CCCCC1,0,96,-7,96,95,-5,97,-16,97,95,-4
CC(NC(=O)Cc1cccs1)c1ccc2c(c1)OCO2 (stereo not given),0,102,-2,101,103,4,104,-7,103,100,-8
COC(=O)CSC1=C(C#N)C(c2ccsc2)CC(=O)N1 (stereo not given),-9,101,-7,102,100,-10,110,-8,101,101,-15
CCSc1cc(N2CCCC2)nc(-c2cccc(C)c2)n1,-7,96,-6,97,98,-10,100,-5,97,96,-6
CC(=O)Nc1ccc(NC(=O)Nc2ccccc2C)cc1,1,98,-1,99,98,0,102,-3,100,100,-2
O=C1CC(c2cc(F)ccc2F)c2cc3c(cc2N1)CCC3 (stereo not given),1,99,0,98,105,0,101,-6,95,93,-1
COC(=O)c1sccc1NC(=O)C1CC2CCC1C2 (stereo not given),-2,99,-14,102,103,-12,104,-21,98,100,-10
CC1CCCN(C(=S)NC2CCCC2)C1 (stereo not given),3,97,2,94,96,2,94,0,92,93,-6
O=C1COc2ccc(-c3csc(NCC4CCCO4)n3)cc2N1 (stereo not given),-5,97,-7,97,101,-4,98,-3,101,98,-9
N#Cc1ncc(C(F)(F)F)cc1Sc1ccccc1N,0,100,-6,101,101,3,103,-8,103,99,-4
O=C(COC(=O)c1ccccc1NC(=O)c1ccco1)NCc1ccc2c(c1)OCO2,-1,98,0,96,100,0,96,-3,97,97,-4
O=C(C1=C(c2ccccc2)C(=O)c2ccccc2C1=O)c1ccccc1,0,100,1,100,98,-1,103,2,101,99,0
Cc1ccc(S(=O)(=O)/C(C#N)=C/c2ccccc2OCc2ccccc2)cc1,-6,98,-12,98,97,-11,100,-15,102,98,-12
N#CCC(=O)NCC1(c2ccccc2)CCCC1,-1,98,-11,97,96,-3,96,-6,99,95,-7

# Profiles, quoted from the list. Order of values: Bim-Bcl-W	Rab2 wt GTP	Bim-Bcl-2	HRas wt GTP bind	Rab7 wt modul	Bcl-XL Bim block	Rac1 wt modul	Bfl-1 Bim block	Cdc42 wt	Rac1 act GTP bind	Bcl-B Bim block
# N#Cc1ncc(C(F)(F)F)cc1Sc1ccccc1N in the list: 0	100	-6	101	101	3	103	-8	103	99	-4
# COc1ccc([N+](=O)[O-])cc1N(CC(O)CN(C)C)S(=O)(=O)c1ccccc1 (stereo not given) in the list: 0	102	0	101	99	-1	104	0	102	101	-2

# Continuation.
SMILES,Bim-Bcl-W,Rab2 wt GTP,Bim-Bcl-2,HRas wt GTP bind,Rab7 wt modul,Bcl-XL Bim block,Rac1 wt modul,Bfl-1 Bim block,Cdc42 wt,Rac1 act GTP bind,Bcl-B Bim block
CC(=O)c1ccc(NC(=O)COC(=O)c2ccccc2N=Nc2ccc(N(C)C)cc2)cc1,0,94,0,95,100,-1,101,6,100,95,3
Cc1cccc(C(=O)N2CCN(C(=O)c3cccc(C)c3)C(C)C2)c1 (stereo not given),-2,99,-8,97,100,-6,98,-12,99,96,-7
COc1ccccc1C(=O)N(Cc1ccco1)C1CCS(=O)(=O)C1 (stereo not given),3,100,-5,101,98,-8,101,-14,101,96,-9
CCC(C)(C)n1nnnc1C(c1ccccc1)N1CCN(Cc2ccccc2)CC1 (stereo not given),-1,95,-3,95,88,-4,100,-4,96,93,-3
COc1ccc(S(=O)(=O)N2CCC(C(=O)Nc3c(F)cccc3F)CC2)cc1,0,102,-10,102,98,-5,107,-8,103,101,-8
Nc1ccc(-n2nncc2-c2ccc(Cl)cc2)cc1,2,99,1,98,99,0,102,1,100,99,4
Cn1cccc1CC(=O)NNC(=O)Nc1ccc(F)cc1,0,100,-2,100,101,-5,105,-14,103,100,-6
COc1ccccc1N1C(N)=NC(N)=NC1(C)C,-3,107,-9,104,104,-8,113,-9,104,103,-7
Cc1ccc(Cn2c(=N)c(C#N)cc3c(=O)n4cccc(C)c4nc32)cc1,0,97,-2,96,108,-3,95,-7,94,93,-4
Cc1nc(-c2ccccc2)sc1C(=O)/C=C/c1ccccc1,0,93,3,94,95,-1,94,0,94,91,-1
CCC(C(=O)Nc1nccs1)c1ccccc1 (stereo not given),0,101,-8,101,100,-2,106,-19,103,100,-7
Cc1cc(=O)[nH]c(SCc2cc(=O)n3nc(C)sc3n2)n1,0,100,-2,99,99,-2,102,-7,99,98,-5
Cn1c2ccccc2c2cc(C(=O)N3CCOCC3)sc21,0,99,0,100,101,0,101,1,98,100,0
CCCCc1nnc(NC(=O)CSc2nc(=O)cc(N)n2-c2ccccc2)s1,1,100,-5,98,99,-6,99,-7,97,96,-4
Cc1cc(NC(=O)CCN2C(=O)C3C4C=CC(C4)C3C2=O)ccc1Br (stereo not given),-2,93,1,93,94,0,98,4,95,96,2
OCCSc1nnc(Nc2ccccc2)s1,0,98,-6,97,99,-7,103,-16,98,98,-4
CSCC[C@H](NC(=O)OC(C)(C)C)C(=O)N1CCC(C(=O)N[C@H](C(=O)O)C(C)C)CC1,-4,105,0,105,103,-3,104,-4,105,102,-3
COc1cccc(C(=O)/C=C/Nc2cccc(O)c2)c1,-1,99,0,103,99,-3,102,2,103,100,-5
COc1cccc(CCNC(=O)CC2C(=O)NCCN2Cc2ccc(Cl)c(F)c2)c1 (stereo not given),3,98,1,97,101,0,96,0,95,96,-1
CC(C)(C)c1ccc(C(=O)NC(=S)NCc2cccnc2)cc1,-6,104,-5,106,103,-7,104,-2,100,105,-10

# Overlap with the part before: seven compounds; new compounds follow.
SMILES,Bim-Bcl-W,Rab2 wt GTP,Bim-Bcl-2,HRas wt GTP bind,Rab7 wt modul,Bcl-XL Bim block,Rac1 wt modul,Bfl-1 Bim block,Cdc42 wt,Rac1 act GTP bind,Bcl-B Bim block
CCCCc1nnc(NC(=O)CSc2nc(=O)cc(N)n2-c2ccccc2)s1,1,100,-5,98,99,-6,99,-7,97,96,-4
Cc1cc(NC(=O)CCN2C(=O)C3C4C=CC(C4)C3C2=O)ccc1Br (stereo not given),-2,93,1,93,94,0,98,4,95,96,2
OCCSc1nnc(Nc2ccccc2)s1,0,98,-6,97,99,-7,103,-16,98,98,-4
CSCC[C@H](NC(=O)OC(C)(C)C)C(=O)N1CCC(C(=O)N[C@H](C(=O)O)C(C)C)CC1,-4,105,0,105,103,-3,104,-4,105,102,-3
COc1cccc(C(=O)/C=C/Nc2cccc(O)c2)c1,-1,99,0,103,99,-3,102,2,103,100,-5
COc1cccc(CCNC(=O)CC2C(=O)NCCN2Cc2ccc(Cl)c(F)c2)c1 (stereo not given),3,98,1,97,101,0,96,0,95,96,-1
CC(C)(C)c1ccc(C(=O)NC(=S)NCc2cccnc2)cc1,-6,104,-5,106,103,-7,104,-2,100,105,-10
O=C(NCCO)c1ccc2c(c1)S(=O)(=O)c1ccccc1C2=O,2,98,-8,99,99,-2,101,-10,98,96,-6
CC(=O)O/N=C/c1c(Cl)n(C)c2ccccc12,-1,98,-3,96,101,-2,97,-5,95,91,-2
Cc1ccc(C)c(S(=O)(=O)Nc2ccc(C(=O)NCCc3ccccn3)cc2)c1,-5,102,-5,100,107,-6,101,-2,100,99,-2
COc1ccccc1CNC(=O)/C=C/c1cc2c(cc1Br)OCO2,-4,98,-10,100,101,-7,106,-5,103,99,-12
Cc1ccc(N2CCN(/N=C/c3ccccc3)CC2)cc1,4,100,3,101,104,0,105,4,99,100,4
CCc1nc(N[C@@H](Cc2c[nH]c3ccccc23)C(=O)O)c2oc3ccccc3c2n1,0,97,0,97,100,2,99,-1,95,97,2
O=C(O)CSCC(=O)Nc1ccc(Cl)cc1C(F)(F)F,0,106,0,102,113,-2,109,0,100,98,-1
O=C(Nc1ccc(S(=O)(=O)Nc2nccs2)cc1)c1ccc(F)c(S(=O)(=O)N2CCOCC2)c1,-3,96,-4,97,104,-3,98,-7,96,94,-2
CCOC(=O)CSc1nc(N)c(C#N)c(-c2ccc(OC)cc2)c1C#N,-3,100,0,99,99,-2,97,0,98,98,-3
CCc1cc2c(SCC(=O)Nc3cc(C)on3)ncnc2s1,0,95,-2,98,99,-1,102,0,101,96,-2
Cc1cc(OC(=O)c2ccc(Cl)cc2)cc(=O)n1C,12,95,11,97,93,5,102,0,99,99,0
COc1ccccc1OCc1csc(NC(=O)c2ccco2)n1,0,100,0,101,101,0,108,1,105,101,4
O=C1c2ccccc2C(=O)N1CCSc1ccccc1,-3,101,0,101,97,-3,103,-1,107,98,-2
Cc1c(/C=N/NC(=O)c2cccnc2)c2ccccn2c1C(=O)c1ccc(F)cc1,2,90,0,88,96,7,84,0,90,95,3
Cc1onc(CO)c1C(=O)Nc1nccs1,-2,93,-6,96,98,-4,97,-10,94,93,-6
Cc1nn(-c2ccc(F)cc2F)c2c1-c1nc(N3CCCC3)ncc1CC2,0,96,0,98,99,0,96,-1,98,96,2
Cc1ccc(C(=O)/C=C/Nc2cccc([N+](=O)[O-])c2)o1,2,97,3,98,99,2,105,0,96,96,-1
CC(=O)c1ccc(N2CCN(C(=O)Nc3ccc(F)cc3)CC2)cc1,0,94,-2,96,93,-2,94,-4,98,94,-1
